# Source: PubChem BioAssay (National Center for Advancing Translational Sciences (NCATS))
# 12-LOX inh: blocks human arachidonate 12S-lipoxygenase; P18054; purified 12hLO, xylenol orange hydroperoxide absorbance; Potency, µM (doses to about 108 µM), for inactives: top-dose activity change, negative = inhibition, actives largely listed as inhibitors; 1.1% of 580,000 active; AID 1671190; active = well fitted inhibition curve with a large enough effect; inconclusive = small, poorly fitted or top-dose-only effect, or another doubt; inactive = no such curve, though single readings can be large or run the other way; also: potency is read from the fitted curve at half-maximal effect
# Target sequence (P18054 whole entry, looked up): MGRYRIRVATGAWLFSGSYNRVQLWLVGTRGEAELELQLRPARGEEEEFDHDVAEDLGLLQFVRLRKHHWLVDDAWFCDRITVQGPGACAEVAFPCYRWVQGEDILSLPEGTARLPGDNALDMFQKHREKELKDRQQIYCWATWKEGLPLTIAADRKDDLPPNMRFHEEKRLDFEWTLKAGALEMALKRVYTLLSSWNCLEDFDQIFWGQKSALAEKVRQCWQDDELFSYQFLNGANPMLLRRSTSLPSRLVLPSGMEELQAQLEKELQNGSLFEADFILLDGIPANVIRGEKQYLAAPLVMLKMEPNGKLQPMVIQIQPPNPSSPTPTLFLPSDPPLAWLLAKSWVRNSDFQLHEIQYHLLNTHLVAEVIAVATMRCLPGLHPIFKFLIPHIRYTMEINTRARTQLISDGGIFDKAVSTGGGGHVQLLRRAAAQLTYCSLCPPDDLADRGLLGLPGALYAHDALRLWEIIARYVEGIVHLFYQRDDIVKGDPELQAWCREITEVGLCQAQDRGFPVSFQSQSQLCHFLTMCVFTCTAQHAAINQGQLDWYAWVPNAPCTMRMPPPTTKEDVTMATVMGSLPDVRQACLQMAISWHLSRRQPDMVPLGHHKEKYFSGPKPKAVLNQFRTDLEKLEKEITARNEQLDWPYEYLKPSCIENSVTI
#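 Hydroperoxide product was detected by ferrous iron/xylenol orange as the 573 to 405 nm absorbance ratio. Arachidonic acid at 40 uM (final) was turned over for 30 min at room temperature by 150 nM human 12hLO, pH 7.0 Hepes buffer, after 15 min compound preincubation.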
# LDHA inh: blocks human lactate dehydrogenase A; P00338; purified LDHA, NADH/diaphorase-resazurin fluorescence; active compounds read low; activity change, % (values are at about 110 or 230 µM); 0.15% of 480,000 active; in the data active = activity change below about -30%; inconclusive = mostly about -25% to -30%;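 also: plate controls were DMSO wells for no effect and wells without enzyme for full effect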
#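 Resorufin fluorescence (ex540/em590), read at 0 and 20 min after diaphorase/resazurin addition, reports the NADH left after a 5 min room-temperature reaction of 2 nM human LDH5 with 0.06 mM NADH and 0.2 mM pyruvate.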
# * marks the source's active call; other numbers are inactive results; ? = inconclusive; [ ] = remark or other dose. Unless noted, % is scaled to controls: 0 for no effect and ±100 for the full control effect.
molecule | LDHA inh | 12-LOX inh
COCCCn1cc(CN2CC(N3CCSCC3)CS2(=O)=O)nn1 (stereo unspecified) | -6 | -1%
CCOc1ccc(-n2nnc(C(=O)Nc3ccccc3CC)c2N)cc1 | 9 | 15%
CC(=O)NC(C(=O)NCc1ccccc1)C1CCCC1 (stereo unspecified) | 1 | -11%
COc1ccc(-c2nc(NCCN(C)C3CCCCC3)c3ccccc3n2)cc1 | -4 | ?
CCCc1ccc(-c2cc(C(=O)Nc3nncs3)c3ccccc3n2)cc1 | 0 | 5%
O=C(CCc1c(-c2ccc(F)cc2)[nH]c2ccccc12)N1CCCC1 | 3 | 6%
Cc1sc2ncn(Cc3noc(-c4cccs4)n3)c(=O)c2c1C | 1 | ?
Cc1cccc(C(=O)Nc2ccc(CC(=O)N(C)C)cc2)c1 | 2 | -4%
Cc1cccc(C)c1NC(=O)C1(C)CN(S(C)(=O)=O)CC(=O)N1CCc1ccc(O)cc1 (stereo unspecified) | -4 | -1%
O=C(NC1CCCCC1)C(c1ccc(C(F)(F)F)cc1)n1c(=O)c(-c2cc3ccccc3[nH]2)nc2ccccc21 (stereo unspecified) | -9 | -45%
CN(CC(=O)Nc1ccc(Cl)cc1)C(=O)c1cccc(S(=O)(=O)NCC2CCCO2)c1 (stereo unspecified) | 13 | -18%
Cc1ccc(NC(=O)N2CC(C)Oc3ccc(Cl)cc32)c(C)c1 (stereo unspecified) | 3 | 7%
CCCCc1nc(N2CCCCC2)c(C#N)c2c1CCCC2 | -3 | -3%
Cc1nn(-c2nc3c(c(=O)n(CC(=O)C(C)(C)C)c(=O)n3C)n2C)c(C)c1C | -1 | 42%
CCOC(=O)c1sc(NC(=O)CCCC(=O)O)c(C#N)c1C | 12 | 6.3µM*
COC(=O)c1sc(NC(=O)[C@@H](NC(=O)c2ccccc2F)C(C)C)nc1C | -7 | ?
Cc1oc(-c2cccs2)nc1CSc1nnc(C2CC2)n1C1CC1 | -4 | 3%
CC(=O)c1c(C)[nH]c(-c2csc(NC(C)C)n2)c1C | -2 | ?
CCc1cccc(-n2nnc(-c3nsc(NC(=O)c4cccc(F)c4)n3)c2C)c1 | 10 | 1%
CCCCNC(=O)C[C@@H]1C[C@@]2(C(=O)OC)CC(C)(C)CC=C2N(Cc2ccccc2)C1=O | 1 | -6%
COc1cc2nc(-c3ccc(C)cc3)oc(=O)c2cc1OC | -30* | 25%
CCC(NC(=O)OC)C12CC3CC(CC(C3)C1)C2 (stereo unspecified) | 4 | -10%
CCN(CC)S(=O)(=O)c1cc(C(=O)Nc2ncn(Cc3ccccc3C)n2)c(Cl)cc1Cl | 5 | 53%[activator]
CC(=O)c1c(C)[nH]c2ccccc12 | 10 | 0%
O=C(/C=C/c1ccco1)c1ccccc1 | 7 | 16µM*
CCCc1nc2ccccc2c(C(=O)OCC(=O)NCC(C)C)c1CC | 0 | ?
COc1ccc(C(=O)Nc2cccc(C(=O)NC3CC3)c2)cc1S(=O)(=O)NC1CC1 | 3 | -9%
O=C(NCCCN1CCCC1=O)c1nc(-c2ccc3[nH]ccc3c2)no1 | 3 | -13%
Cc1cccc(NC(=O)c2ccc(N(C)C)cc2)c1C | -7 | 51%[activator]
COC(=O)c1sc(NC(=O)COc2cc(C)cc(C)c2)nc1C | 12 | -17%
COC(=O)c1sccc1S(=O)(=O)NC(C)C1CCCO1 (stereo unspecified) | 0 | -5%
Cc1ccc(C(=O)NCCC(c2ccccc2)c2ccccc2)cn1 | -1 | ?
CCCCCCCn1c(NCCCO)nc2c1c(=O)[nH]c(=O)n2C | -4 | 3%
COc1cc(CNC(=O)N2CCN(S(=O)(=O)c3ccc(Cl)s3)CC2)ccc1OC(F)F | 6 | 3%
CC(C)(C)C(=O)NCc1ccc(-c2csc(NC3CC3)n2)s1 | 2 | ?
COc1ccc(N(C(=O)C2CC2)C2C=CS(=O)(=O)C2)c(OC)c1 (stereo unspecified) | -1 | 4%
c1ccc(CC(CCNCc2ccco2)c2ccco2)cc1 (stereo unspecified) | 1 | -3%
Cc1cccc(OCc2nnc(SCc3ccc(Cl)c(Cl)c3)n2C)c1C | 1 | ?
CN(Cc1cccc(F)c1)S(=O)(=O)c1ccc2c(c1)CCCC2 | -2 | 10%
CCCCOCCCNC(=O)C[C@@H]1C[C@@]2(C(=O)OCC)CCCC=C2N(Cc2ccco2)C1=O | 1 | 10%
O=C(c1cn(-c2ccccc2)nn1)N1CCc2ccccc2C1 | -3 | 46%[activator]
CSc1ccc(CN(C)C(=O)/C=C/c2cccs2)cc1 | 8 | 6%
CC(C)(C)C(=O)NCCCC(=O)NC1CCCCC1 | -2 | 13%
CN(CCCNC(=O)c1nc2ccccc2c(=O)[nH]1)C(=O)c1ccccc1 | -1 | 4%
Brc1ccc(-c2ccc(CNc3ncn[nH]3)o2)cc1 | 4 | 16%
OC(c1ccccc1)(c1ccccc1)C1CCN(CCCOc2ccc(F)cc2)CC1 | 2 | ?
Cc1ccccc1OCCSCc1ccc(C(N)=O)cc1 | -2 | -4%
CCC12CN3CC(CC)(CN(C1)C(=O)c1ccccc1C3=O)C2=O | -9 | 35%[activator]

# For reference, part of the list above:
molecule | LDHA inh | 12-LOX inh
O=C(c1cn(-c2ccccc2)nn1)N1CCc2ccccc2C1 | -3 | 46%[activator]
CSc1ccc(CN(C)C(=O)/C=C/c2cccs2)cc1 | 8 | 6%
CC(C)(C)C(=O)NCCCC(=O)NC1CCCCC1 | -2 | 13%
CN(CCCNC(=O)c1nc2ccccc2c(=O)[nH]1)C(=O)c1ccccc1 | -1 | 4%

# Next section:
molecule | LDHA inh | 12-LOX inh
CC(C(=O)N1CCCC1)n1cnc2c1c(=O)n(C)c(=O)n2C (stereo unspecified) | -9 | 5%
Cc1ccc(C(C)NC(=O)Cc2c[nH]c3ccccc23)o1 (stereo unspecified) | 6 | 16%
CC(=O)NNC(=S)Nc1cc(C)cc(C)c1 | -23 | 19%
CN(C)/C=C\C(=O)C1CC1 | -3 | -8%
CC(C)c1ccc2c(c1)-c1ccccc1S(=O)(=O)N2CC(=O)NCc1ccncc1 | -3 | 13%
O=C(C1CC1)N(Cc1ccc2c(c1)CN(S(=O)(=O)c1ccc(F)c(F)c1)CCO2)c1ccccc1 | 4 | 0%
NC(=O)c1cn(CC(=O)NCCc2cccc3ccccc23)c2ccccc12 | -2 | 5%
Cc1ccccc1CS(=O)Cc1ccccc1F (stereo unspecified) | -14 | 10%
COc1cccc(Nc2nc3ccccc3nc2NS(=O)(=O)c2ccc(F)cc2)c1 | -1 | -13%
CCc1nnc(NC(=O)c2cc(=O)[nH]c3ccccc23)s1 | -4 | -20%
COC(=O)c1ccc(COC(=O)c2cc3c(s2)CCCCC3)o1 | 9 | -27%
COC(=O)c1cccc(NCc2ccc(C(F)(F)F)cc2)c1 | 7 | ?
Cn1c(=O)c2c(ncn2CCC(=O)Nc2ccc(Br)cc2F)n(C)c1=O | 6 | 7%
Cc1nc2cc(F)ccc2cc1C(=O)NCC1COc2ccccc2O1 (stereo unspecified) | -5 | 32%[activator]
COc1ccccc1CNC(=O)c1ccc2nc(Cc3ccccc3F)oc2c1 | 2 | -17%
CC(OC(=O)C1CC2CCCC(C1)C2=O)C(=O)c1ccc(Cl)cc1 (stereo unspecified) | 2 | 53%[activator]
Cc1c(C(=O)N(C)Cc2nc3ccsc3c(=O)[nH]2)cnn1-c1ccc(F)cc1F | 2 | 4%
CCC(=O)c1sc(Nc2cc(Cl)ccc2C)nc1N | -1 | -29%
O=C(Nc1nc(-c2ccc(Br)s2)cs1)C1CC1 | -12 | ?
Cc1ccc2nc(N3CCN(C4CCCCC4)CC3)c(-n3nc(C)cc3C)nc2c1 | -5 | -1%
Cc1cccc(CN2CCN(S(=O)(=O)c3c(C)noc3C)CC2)c1 | 10 | 0%
O=C(O)c1cccc(CSc2ccc(Cl)cc2Cl)c1 | 0 | ?
COc1ccc(-c2cc3c(SCC(=O)N4CCN(c5ccc(F)cc5)CC4)nccn3n2)cc1 | -5 | -3%
CNC(=O)c1ccc(C)c(NC(=O)c2ccc3c(c2)CCCC3)c1 | -24 | ?
CC1(C)CC(=O)c2c(nc(SCC(N)=O)c(C#N)c2-c2ccccc2)C1 | 5 | -37%
COc1ccc(CC(=O)OCC(=O)c2ccc3c(c2)OCCCO3)cc1 | -30* | ?
C=CCNC(=S)NNC(=O)c1ccc(CSc2nc(C)cc(C)n2)cc1 | -3 | -6%
CCCCCCCCOc1cccc(OCC(=O)O)c1 | 4 | -7%
CC(NC(=O)CCc1c[nH]c2ccccc12)c1cccc(Cl)c1 (stereo unspecified) | 6 | -2%
COC(=O)c1ccc(COC(=O)C23CC4CC(CC(O)(C4)C2)C3)cc1 | -6 | -7%
CC1Sc2ccc(C(=O)Nc3nc(-c4ccc(F)cc4)cs3)cc2NC1=O (stereo unspecified) | -1 | 11%
O=c1c(Oc2ccccc2)coc2cc(OCc3ccccc3)ccc12 | -2 | ?

# Filtered by structure, the entries above with a cyano group
molecule | LDHA inh | 12-LOX inh
CCCCc1nc(N2CCCCC2)c(C#N)c2c1CCCC2 | -3 | -3%
CCOC(=O)c1sc(NC(=O)CCCC(=O)O)c(C#N)c1C | 12 | 6.3µM*
CC1(C)CC(=O)c2c(nc(SCC(N)=O)c(C#N)c2-c2ccccc2)C1 | 5 | -37%

# More results.
molecule | LDHA inh | 12-LOX inh
CC(NS(=O)(=O)c1ccc2c(c1)CCN2C(=O)N1CCCC1)C(=O)Nc1ccccc1 (stereo unspecified) | 0 | -7%
COc1ccc(C2CC(=O)Nc3cc(OC)cc(OC)c32)cc1 (stereo unspecified) | -4 | -5%
c1ccc(CN2CCC(=NNc3nncc4ccccc34)CC2)cc1 | -2 | ?
O=C(/C=C/c1ccc([N+](=O)[O-])cc1)OCC(=O)C12CC3CC(CC(C3)C1)C2 | 4 | -23%
COc1ccc2oc(C(=O)NC3CCC(C)CC3)c(C)c2c1 (stereo unspecified) | 11 | 33%[activator]
CCOCCCNC(=O)Cn1ccc2cc(S(=O)(=O)N3CCCCC3)ccc21 | 3 | -17%
Cc1cccc(C)c1Nc1c(-c2ccccc2O)nc2cnccn12 | -9 | -4%
CCCC(=O)Nc1ccc(C(=O)OC/C(=N/O)c2ccc(OC)cc2)cc1 | 3 | 8%
CC(C)(CC(=O)O)CC(=O)Nc1cccc(C(F)(F)F)c1 | 7 | -27%
O=C(Nc1cccc(Cl)c1)c1cc(-c2cccc(O)c2)on1 | 2 | -19%
N#Cc1cccc(C(=O)OCc2cccc3cccnc23)c1 | 9 | -17%
CCCC(=O)N(CC)Cc1cc(=O)[nH]c2ccccc12 | -1 | 5%
C=C(C)CN1CCN(c2nc3c(c(=O)[nH]c(=O)n3C)n2Cc2ccccc2Cl)CC1 | -2 | -5%
O=C(Nc1cccc(C(F)(F)F)c1)c1ccc(Cl)c(N2C(=O)CCS2(=O)=O)c1 | -7 | ?
Cc1ccc(-c2cc(=O)c3cc(Cl)cc(Cl)c3o2)cc1 | -6 | ?
O=C(Nc1ccc2c(c1)CCC2)c1cc(-c2ccc(F)cc2)nc2ccc(Br)cc12 | 12 | 36%[activator]

# In the list so far, these contain a CF3 group:
molecule | LDHA inh | 12-LOX inh
O=C(NC1CCCCC1)C(c1ccc(C(F)(F)F)cc1)n1c(=O)c(-c2cc3ccccc3[nH]2)nc2ccccc21 (stereo unspecified) | -9 | -45%
COC(=O)c1cccc(NCc2ccc(C(F)(F)F)cc2)c1 | 7 | ?
CC(C)(CC(=O)O)CC(=O)Nc1cccc(C(F)(F)F)c1 | 7 | -27%
O=C(Nc1cccc(C(F)(F)F)c1)c1ccc(Cl)c(N2C(=O)CCS2(=O)=O)c1 | -7 | ?

# Carrying on.
molecule | LDHA inh | 12-LOX inh
CC1(C)CC(NC(=O)c2nc(-c3ccc4cc[nH]c4c3)no2)CC(C)(C)N1 | 0 | -13%
O=C(COC(=O)C1C2CC3OC(=O)C1C3C2)c1ccccc1 (stereo unspecified) | 4 | -6%
O=C1NC[C@H](CCCCN2C[C@H](Cc3ccccc3)N(CC3CCCCC3)C(=O)C2=O)N(CCc2ccccc2)C1=O | -7 | ?
COc1ccc(CN(Cc2ccccc2)Cc2cc(=O)n3cc(C)sc3n2)cc1OC | 3 | ?
O=C(CCC(=O)c1ccc(Cl)cc1)OCC(=O)c1cccc([N+](=O)[O-])c1 | 11 | -26%
CN(CC(=O)NC(N)=O)Cc1ccc(F)cc1F | 5 | -8%
CCCNC(=O)/C(C#N)=C/c1c[nH]c2ccccc12 | 13 | ?
COCCOc1ccc(C(=O)/C=C/c2cccc(C#N)c2)cc1OC | 11 | -6%
CSc1cccc(NC(=O)N2CCC3(CC2)N=C(c2cccc(Cl)c2)C(=O)N3)c1 | 6 | ?
Cc1cccc(C)c1NC(=O)CN(C)C(=O)CSc1nccn1-c1ccc(Br)cc1 | 4 | ?
O=C(NCCN1CCOCC1)c1nn(-c2ccccc2)c(=O)c2ccccc12 | 1 | 3%
O=C(CSc1nnc(-c2ccco2)n1C1CCCCC1)Nc1ccccc1C(=O)NC1CC1 | -7 | 0%
Cc1ccc(NC(=O)Cc2nc(CSc3nncn3-c3ccccc3)cs2)cc1 | -7 | ?
N#Cc1ccc(OC(=O)c2ccc(N3CCOCC3)nc2)cc1 | 5 | 34%[activator]
COc1ccccc1CNC(=O)c1ccc2noc(-c3ccccc3)c2c1 | 1 | -39%
O=C(CN1C(=O)COc2ccc(Cl)cc21)NCCN1CCN(c2ccccc2)CC1 | -5 | 23%

# Not all compounds are listed; the hit share may differ from the screen's.
